Assay outcomes: PubChem, several laboratories
Bfl-1 displacement – Bfl-1 inhibitors, primary screen, biochemical, fluorescence polarization, FITC-Bid, mouse (AID 432). displacement, % at 20 µM; hits with a dose series show IC50 in µM. FITC-Bid BH3 peptide fluorescence polarization displacement; higher % means a stronger effect. hit rate 0.02% among 64,000; in the data active = a potency from the dose series; inactive = the rest, 99 in 100 with displacement below about 15%; also: strong numbers were not always called active
PMK inhibit – blocks S. pneumoniae phosphomevalonate kinase. purified PMK, PK/LDH-coupled NADH absorbance 340 nm. inhibition, % at 10 µM. hit rate 0.49% among 65,000;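 active = top-ranked compounds by inhibition in the single 10 µM screen, taking a fixed number of the strongest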;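 also: 0% = full reaction with DMSO carrier and 100% = background rate without enzyme reaction; no value below 0 was filed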
HT1080 viability – cytotoxicity in HT1080 fibrosarcoma cells, cell-based, fluorescence readout (AID 620) | HT1080 viability, fluorescence; higher % means a stronger effect | cytotoxicity, % at 10 µM, or EC50 in µM where a hit was titrated | hit rate 0.42% among 87,000;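 also: cells exposed to compound overnight then 4 h with Alamar Blue; 0% = vehicle DMSO and 100% = killing control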
Spn MK inh – S. pneumoniae mevalonate kinase inhibition | inhibition, % at 10 µM | purified MK, PK/LDH-coupled NADH absorbance 340 nm | hit rate 0.48% among 65,000;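 active = ranked among the strongest by inhibition in the single 10 µM screen, a fixed top-ranked set picked for dose follow-up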; also: no value below 0 was filed
KRASV12 cytotoxicity – viability loss of HPDE-C7K cells – cell-based, fluorescence, HTS, primary screen (AID 431); HPDE-C7K KRASV12 cells, Alamar Blue viability, 48 h; higher % means a stronger effect; hit rate 1.7% among 63,000; cytotoxicity, % at 10 µM; hits with a dose series show EC50 in µM;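 active = compounds whose percent cytotoxicity in the single-dose primary screen, scaled between solvent and toxic-drug controls, exceeds 50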;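 also: 0% = DMSO solvent wells and 100% = doxorubicin-treated wells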
LYP inhibition – LYP phosphatase inhibitors, primary screen, biochemical, DiFMUP fluorescence, recombinant catalytic domain, 10 µM (AID 606); inhibition, % at 10 µM; hits with a dose series show IC50 in µM; recombinant LYP catalytic domain, DiFMUP fluorescence; higher % means a stronger effect; 52,000 tested, under 10 active;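 active = IC50 under 40 µM in the dose-response test; inactive = IC50 of 40 µM or more, or never dose-tested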
Spn DPM-DC inh – S. pneumoniae DPM-DC inhibition; purified DPM-DC, PK/LDH coupled NADH fluorescence; calls only at 10 µM; hit rate 0.49% among 65,000; AID 556;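 active = the 320 compounds with the highest percent inhibition in the single-dose primary screen, excluding strongly autofluorescent ones, cut at about 32% in these data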;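 also: kinetic rate of NADH fluorescence loss reporting ADP formed by the decarboxylase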
Alkaline phosphatase – inhibition of tissue-nonspecific alkaline phosphatase – biochemical, luminescent (AID 518). purified TNAP enzyme, luminescent substrate readout; higher % means a stronger effect. one-dose inhibition, % at 20 µM; IC50 in µM for titrated hits. hit rate 0.09% among 64,000; in the data active = a potency from the dose series; inactive = the rest, 99 in 100 with inhibition below about 22%;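 also: plate controls were vehicle for no effect and reference inhibitor for full effect; many of its hits are not listed in these tables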
HPDE-C7 viability – cytotoxicity in HPDE-C7 cells, cell-based, fluorescence, HTS (AID 430); HPDE-C7 pancreatic duct cells viability, fluorescence; higher % means a stronger effect; one-dose cytotoxicity, % at 10 µM; EC50 in µM for titrated hits; hit rate 1.8% among 63,000;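 also: cells exposed to compound for 48 hours before viability readout; 0% = vehicle and 100% = reference cytotoxic drug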
PMK inhibit pilot replicates – also measured in PMK inhibit; calls as there; inhibition, %; measured here: pilot screen replicates
Spn MK inh pilot replicates – further read-out of Spn MK inh, marked with its call; inhibition, %; measured here: pilot screen replicates
Spn DPM-DC inh pilot screen % – also measured in Spn DPM-DC inh; calls as there; inhibition, %; measured here: pilot screen trials
The depositor's hits bear a star; i = inactive; . = no result given. Rule as the data show it, unless noted: active = cytotoxicity above about 50%; inactive = the rest. Outcome played no part in choosing rows; overall some 3.5% were active at least once.

SMILES | Bfl-1 displacement | PMK inhibit | HT1080 viability | Spn MK inh | KRASV12 cytotoxicity | LYP inhibition | Spn DPM-DC inh | Alkaline phosphatase | HPDE-C7 viability | others
Cc1ccc(CNC(=O)CN2C(=O)COc3ccc(C)cc32)cc1 | -1% | 11 | 3% | 11 | -3% | 8% | i | -2% | 3%
O=C(CCCCCn1c(SCc2ccncc2)nc2ccccc2c1=O)NCc1ccco1 | 5% | 12 | -4% | 6 | 9% | . | i | 10% | 10% | PMK inhibit pilot replicates=0.5;Spn MK inh pilot replicates=8.5;Spn DPM-DC inh pilot screen %=0.0
CCOC(=O)C1C2C=CC3(CN(C4CCCC4)C(=O)C13)O2 (stereo not given) | 5% | 7 | 2% | 9 | -5% | -22% | i | 4% | -9%
Cc1nn2c(-c3ccc(Cl)cc3)nnc2s1 | 4% | 0 | 16% | 10 | -14% | 10% | i | 7% | -13%
O=C(NCc1ccc2c(c1)OCO2)c1cc(-n2cnnc2)ccc1Cl | 2% | 2 | 6% | 5 | -4% | -1% | i | 8% | 4%
CN(C)c1ccnc2sc3c(=O)n(Cc4ccccc4)cnc3c12 | 0% | 13 | 0% | 2 | . | 4% | i | 3% | .
COc1ccccc1NC(C)=O | -9% | . | 0% | . | -2% | 2% | . | 5% | -1%
CC(=O)NC(=O)Nc1sc(=S)n(C)c1C | -6% | 0 | 7% | 0 | -16% | 8% | i | 0% | -17%
CCOC(=O)c1c(CN2CCN(c3ccccc3)CC2)oc2ccc(O)cc12 | 2% | 11 | 2% | 10 | 9% | 2% | i | 4% | 4%
Cc1nc2ccc(NC(=O)N3CCC(c4ccccc4)C3)cc2nc1C (stereo not given) | 1% | 15 | 4% | 6 | -9% | -4% | . | 8% | 0% | PMK inhibit pilot replicates=0.0;Spn MK inh pilot replicates=0.0
Cc1cc(N2CC34C=CC(O3)C(C(=O)O)C4C2=O)no1 (stereo not given) | 6% | 14 | 6% | 0 | 3% | 2% | i | 10% | 4%
Cc1cc(C(=O)NCCN2CCCCC2C)n(-c2ccccc2)n1 (stereo not given) | -7% | 0 | 7% | 10 | 2% | 8% | i | 16% | -3% | PMK inhibit pilot replicates=5.0;Spn MK inh pilot replicates=2.5;Spn DPM-DC inh pilot screen %=1.0
O=C(CSc1nc(O)cc(=O)[nH]1)Nc1ccc2c(c1)CCC2 | -14% | 16 | -6% | 0 | 4% | -22% | i | -1% | -14%
Cc1cc2ncn(S(=O)(=O)N3CCOCC3)c2cc1C | -11% | 8 | 6% | 5 | . | -5% | i | 8% | .
c1csc(-c2nnc3ccccn23)c1 | -4% | 3 | 4% | 8 | 10% | -3% | i | 14% | 9%
CCC(c1nnnn1C1CCCC1)N1CCN(C(=O)c2ccco2)CC1 (stereo not given) | 0% | 17 | -19% | 10 | 7% | 0% | i | 7% | -2%
Cc1ccccc1OCC1Cn2c(nc3c2c(=O)[nH]c(=O)n3C)O1 (stereo not given) | -4% | 7 | -8% | 7 | 7% | 2% | i | 9% | -6%
CSCCC(NS(=O)(=O)c1ccc2c(c1)oc(=O)n2C)C(=O)NC1CCC(C)CC1 (stereo not given) | -2% | 0 | 0% | 9 | -23% | -7% | i | 2% | -9%
COC(=O)c1cc(OC)c(OC)cc1NC(=O)CN1CCOCC1 | 2% | 15 | 4% | 5 | 7% | 7% | i | 4% | -5%
CCCCNC(=O)CC1C(=O)N(Cc2ccccc2)C(C)c2nc3ccccc3n21 (stereo not given) | 0% | 9 | 12% | 0 | 4% | -5% | i | 5% | -8%

Ordered by count of non-hydrogen atoms (highest first): 3 of the compounds above
SMILES | Bfl-1 displacement | PMK inhibit | HT1080 viability | Spn MK inh | KRASV12 cytotoxicity | LYP inhibition | Spn DPM-DC inh | Alkaline phosphatase | HPDE-C7 viability | others
Cc1ccc(CNC(=O)CN2C(=O)COc3ccc(C)cc32)cc1 | -1% | 11 | 3% | 11 | -3% | 8% | i | -2% | 3%
Cc1cc(N2CC34C=CC(O3)C(C(=O)O)C4C2=O)no1 (stereo not given) | 6% | 14 | 6% | 0 | 3% | 2% | i | 10% | 4%
c1csc(-c2nnc3ccccn23)c1 | -4% | 3 | 4% | 8 | 10% | -3% | i | 14% | 9%

The listing picks up, repeating the 6 entries before the break.
SMILES | Bfl-1 displacement | PMK inhibit | HT1080 viability | Spn MK inh | KRASV12 cytotoxicity | LYP inhibition | Spn DPM-DC inh | Alkaline phosphatase | HPDE-C7 viability | others
c1csc(-c2nnc3ccccn23)c1 | -4% | 3 | 4% | 8 | 10% | -3% | i | 14% | 9%
CCC(c1nnnn1C1CCCC1)N1CCN(C(=O)c2ccco2)CC1 (stereo not given) | 0% | 17 | -19% | 10 | 7% | 0% | i | 7% | -2%
Cc1ccccc1OCC1Cn2c(nc3c2c(=O)[nH]c(=O)n3C)O1 (stereo not given) | -4% | 7 | -8% | 7 | 7% | 2% | i | 9% | -6%
CSCCC(NS(=O)(=O)c1ccc2c(c1)oc(=O)n2C)C(=O)NC1CCC(C)CC1 (stereo not given) | -2% | 0 | 0% | 9 | -23% | -7% | i | 2% | -9%
COC(=O)c1cc(OC)c(OC)cc1NC(=O)CN1CCOCC1 | 2% | 15 | 4% | 5 | 7% | 7% | i | 4% | -5%
CCCCNC(=O)CC1C(=O)N(Cc2ccccc2)C(C)c2nc3ccccc3n21 (stereo not given) | 0% | 9 | 12% | 0 | 4% | -5% | i | 5% | -8%
Cc1cccc(NC(=O)CCc2ccc(C)o2)c1 | 0% | 6 | -7% | 9 | -6% | 2% | i | -2% | 2%
CCOC(=O)c1sc(NC(=O)CSc2nc3c(cc2C#N)CCC3)c(C#N)c1C | 2% | 0 | -1% | 3 | 0% | 14% | i | 11% | 4% | PMK inhibit pilot replicates=4.0;Spn MK inh pilot replicates=3.5;Spn DPM-DC inh pilot screen %=5.5
CCN(CC)C(=O)CSc1nc2cc3c(cc2c(=O)n1Cc1ccc2c(c1)OCO2)OCO3 | 4% | 18 | -6% | 7 | -24% | . | i | -7% | -17%
Cc1c(C2OC(=O)C3(CCCCC3)C(=O)C2(C)C)c(=O)n(-c2ccccc2)n1C (stereo not given) | -3% | 7 | -5% | 1 | -8% | 11% | i | 8% | 6%
O=C(Nc1ccc2c(c1)OCO2)c1cnn2c(C(F)(F)F)cc(-c3ccco3)nc12 | 1% | 5 | 4% | 5 | 21% | -2% | i | 2% | 23%
Nn1c(-c2cccs2)nc2sc3c(c2c1=O)CCCC3 | -4% | 7 | -3% | 3 | -2% | 18% | i | 5% | -1%
CC1CCCN(c2ccc(C(=O)NCCc3ccccc3)cn2)C1 (stereo not given) | -5% | 12 | -4% | 7 | 13% | -2% | i | 10% | 1%
COc1cc(Cl)c(S(=O)(=O)NCc2cccnc2)cc1Cl | 7% | 2 | 1% | 3 | 1% | -4% | i | 5% | 6%
Nc1nc2ccccc2n1/N=C/c1ccc(Br)cc1 | 0% | 14 | 1% | 0 | 18% | -3% | i | 25% | 15% | PMK inhibit pilot replicates=4.0;Spn MK inh pilot replicates=0.5;Spn DPM-DC inh pilot screen %=0.0
Clc1ccc(Cn2ncc3c(NCCN4CCOCC4)ncnc32)cc1 | -1% | 5 | -4% | 3 | 14% | 0% | i | -1% | 6%
Cc1cc2cc(C(c3nnnn3CC3CCCO3)N3CCCc4ccccc43)c(=O)[nH]c2cc1C (stereo not given) | 4% | 12 | -1% | 6 | 0% | 7% | i | 6% | 16%
CC1CCCCN1Cc1nc2c(c(=O)n(C)c(=O)n2C)n1Cc1cccc2ccccc12 (stereo not given) | 6% | 16 | 5% | 11 | -5% | 0% | i | 12% | -3%
COc1ccc(C(=O)Nc2cc(-c3nn4c(C)nnc4s3)ccc2C)cc1 | -2% | 8 | 11% | 0 | 1% | -5% | i | 3% | 2%
CC(=O)Nc1cccc(NC(=O)C2CCCN2C(=O)Nc2ccccc2C)c1 (stereo not given) | 0% | 4 | -7% | 0 | 14% | 7% | i | 4% | 8%
O=C(CCc1ccc(S(=O)(=O)N2CCOCC2)cc1)Nc1cc(Cl)ccc1N1CCOCC1 | . | 0 | 0% | 2 | . | . | i | . | .
Cn1c2c(c(=O)n(C)c1=O)CN(CCN1CCNCC1)CN2 | -9% | 37 | 9% | 11 | 7% | 2% | i | 13% | 9%
O=C(c1cn(-c2ccccc2)nc1-c1ccc(F)cc1)N1CCOCC1 | -3% | 3 | 2% | 0 | -3% | 2% | i | 9% | -10%
COc1cc(OC)cc(C(=O)NCCN2CCOCC2)c1 | 0% | 14 | -9% | 11 | -5% | 9% | i | 7% | -5% | PMK inhibit pilot replicates=0.0;Spn MK inh pilot replicates=3.0;Spn DPM-DC inh pilot screen %=0.0
O=S(=O)(NC1=NCCCCCC1)c1cccs1 | -2% | 6 | 2% | 5 | -6% | . | i | 8% | 4%
Cc1cccn2c(=O)c(/C=N/O)c(N3CCCCC3)nc12 | -5% | 14 | 6% | 8 | 3% | 5% | i | 6% | -15%
COc1ccc(NC(=O)CCN2CCC(C)CC2)cc1 | -6% | 0 | . | 8 | 7% | 19% | i | 8% | 5%
COc1cc2c(cc1OC)C(Cc1ccc(O)cc1)N(C)CC2 (stereo not given) | 7% | 0 | . | 5 | 19% | . | i | 0% | 3%
O=c1c2c(nc3cc(-c4ccc(F)cc4)[nH]n13)CCCC2 | -1% | 7 | 34µM* | 12 | 13% | . | i | 6% | 2%
O=C(CN1C(=O)CSC1=O)Nc1ccc2c(c1)OCCO2 | -5% | 11 | 5% | 7 | 18% | -33% | i | 9% | 13%
COc1cc(N)c(Cl)cc1NC(=O)c1ccccc1 | 1% | 9 | -8% | 4 | 2% | 9% | i | 7% | 1%
COc1ccc(-c2ccc(SCC(=O)Nc3cc(C)on3)nn2)cc1OC | -7% | 12 | 0% | 6 | 8% | -1% | i | 12% | 10%
Cc1ccc(Cn2c(=N)c(C(=O)NCc3ccco3)cc3c(=O)n4ccccc4nc32)cc1 | 5% | 17 | 5% | 0 | -6% | 7% | i | 15% | -11% | PMK inhibit pilot replicates=1.0;Spn MK inh pilot replicates=0.0;Spn DPM-DC inh pilot screen %=20
O=C(OCCn1cncn1)c1cc2ccccc2oc1=O | 12% | 18 | 5% | 5 | -7% | -4% | i | 11% | -12%
CCC1(COC(=O)Nc2cccc(Cl)c2)COC1 | 0% | 6 | -7% | 7 | -29% | 5% | i | 7% | -48%
Cc1ccc(NC(=O)COC(=O)c2ccn(C)n2)cc1 | -4% | 11 | 4% | 9 | -10% | 14% | i | 5% | -10% | PMK inhibit pilot replicates=1.0;Spn MK inh pilot replicates=0.0;Spn DPM-DC inh pilot screen %=0.0
